Bioassay records: PubChem BioAssay, National Center for Advancing Translational Sciences (NCATS)
SMN2 splice up: qHTS Assay for Enhancers of SMN2 Splice Variant Expression; HEK293 SMN2-luciferase splicing reporter, luminescence, 30-36 h; Potency, µM (top dose mostly 46.1 µM), without a hit: at the highest dose activity change, positive = activation, actives largely listed as activators; actives 2.8% (n = 210,000); AID 1458, 2008; note: potency is the fitted concentration of half-maximal effect; % of control where 0% means no effect; nearly all actives have a fitted effect of over 55% in size
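HEK293 cells carry an SMN2 minigene-luciferase reporter in which exon 7 inclusion puts luciferase in frame. Cells were seeded at 2000 cells/well, attached for 10-12 hours, then exposed to compounds for 30-36 hours at 37C before ONE-Glo luminescence.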
CBFb RUNX1 block: qHTS Assay for Compounds Blocking the Interaction Between CBF-beta and RUNX1 for the Treatment of Acute Myeloid Leukemia. Potency, µM (titrated, usually from 59.8 µM), for the others: at the top dose activity, negative = inhibition, actives largely listed as inhibitors. Runt-related transcription factor 1 (Homo sapiens) + Core-binding factor subunit beta …. AlphaScreen CBFb-His/RUNX1-biotin binding, biochemical. 230,000 tested, under 10 active. AID 1477, 2009; note: % of control where 0% means no effect
Target sequence (Q01196 whole entry, looked up): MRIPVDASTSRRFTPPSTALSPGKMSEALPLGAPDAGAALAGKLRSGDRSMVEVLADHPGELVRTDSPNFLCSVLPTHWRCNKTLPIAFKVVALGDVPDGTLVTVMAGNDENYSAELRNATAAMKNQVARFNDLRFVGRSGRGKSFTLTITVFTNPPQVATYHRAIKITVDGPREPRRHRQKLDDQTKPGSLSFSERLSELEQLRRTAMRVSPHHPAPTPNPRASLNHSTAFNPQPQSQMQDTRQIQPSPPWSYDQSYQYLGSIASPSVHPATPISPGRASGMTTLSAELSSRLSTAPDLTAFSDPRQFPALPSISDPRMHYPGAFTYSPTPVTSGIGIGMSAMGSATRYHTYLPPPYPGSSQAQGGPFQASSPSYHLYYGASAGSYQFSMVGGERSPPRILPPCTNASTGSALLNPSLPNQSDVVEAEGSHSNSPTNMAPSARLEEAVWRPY
Target sequence (Q13951 whole entry, looked up): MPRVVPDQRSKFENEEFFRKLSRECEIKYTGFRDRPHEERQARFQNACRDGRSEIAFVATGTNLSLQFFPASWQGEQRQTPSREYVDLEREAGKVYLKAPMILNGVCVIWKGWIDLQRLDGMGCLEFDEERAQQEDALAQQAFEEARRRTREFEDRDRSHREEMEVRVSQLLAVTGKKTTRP
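Read-out: AlphaScreen. Format: His-CBF-beta with biotinylated RUNX1 (30 nM each) preincubated 20 min, compound 15 min, Ni-chelate plus streptavidin beads 90 min; room temperature throughout.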
IMPase Li inh: qHTS Assay for Identifying the Cell-Membrane Permeable IMPase Inhibitors: Potentiation with Lithium. CHO-M1 cells, IP1 TR-FRET (IP-One), carbachol + lithium. actives 0.35% (n = 210,000). Potency, µM (top dose mostly 59.4 µM), without a hit: at the highest dose activity, negative = IMPase inhibition, most hits filed as inhibitors;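 note: IP1 builds up when IMPase is blocked and the TR-FRET signal falls; potency is the fitted concentration of half-maximal effect; plate controls were basal vehicle for no effect and high inhibitor control for full effect; nearly all actives have a fitted effect of over 50% in size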
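Lithium-sensitised IP1 accumulation assay; M1-expressing CHO cells treated 30 min at 37C with compound. Competitive antibody detection by time-resolved FRET followed a 10 min room-temperature lysis step.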
Luc counter: Counterscreen for Luciferase (Kinase-Glo TM) Inhibition. actives 0.28% (n = 200,000). Potency, µM (top dose mostly 38.3 µM), without a hit: at the highest dose activity change, negative = inhibition, usual class: inhibitors. Kinase-Glo luciferase, ATP luminescence, 8 min. AID 1379, 2008. Luciferin 4-monooxygenase (Photuris pensylvanica), Q27757; note: potency is the fitted concentration of half-maximal effect; % is set by controls: 0 for no effect and ±100 for the full control effect; nearly all actives have a fitted effect of over 60% in size
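Light output from Kinase-Glo luciferase with luciferin and 10 uM ATP in 50 mM imidazole pH 7.2, KCl, MgCl2, Tween 20, BSA; compound pin-delivered, 8-min ambient incubation, then luminescence read.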
HttQ103 aggreg: qHTS Multiplex Assay to Identify Dual Action Probes in a Cell Model of Huntington: Aggregate Formation (GFP) | PC12 HttQ103-GFP aggregates, Acumen cytometry, 40 h | Potency, µM (top dose mostly 46.1 µM), for inactives: at the highest dose activity change, negative = inhibition, actives largely listed as inhibitors | actives 1.1% (n = 220,000); note: potency is the fitted concentration of half-maximal effect; % is set by controls: 0 for no effect and ±100 for the full control effect; nearly all actives have a fitted effect of over 60% in size
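Read-out: GFP aggregate count by laser scanning cytometer (488 nm excitation, 500-530 nm emission, 1–25 µm objects >6 SD above background). Cells: PC12, inducible HTTex1-Q103-GFP, 100 nM tebufenozide; compounds titrated.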
HTT cytoprotect: qHTS Multiplex Assay to Identify Dual Action Probes in a Cell Model of Huntington: Cytoprotection (ATP); PC12 HTT-Q103 induced, cytoprotection, ATP luminescence, 40 h; Potency, µM (titrated, usually from 56.4 µM), inactives show cytoprotection (ATP increase), usual class: activators; actives 0.14% (n = 230,000); AID 1471, 2008;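 note: potency is the fitted concentration of half-maximal effect; % of control where 0% means no effect; nearly all actives have a fitted effect of over 45% in size; toxic huntingtin expression switched on by the ecdysone agonist tebufenozide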
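PC12 cells with ecdysone-inducible HTT exon 1 Q103-GFP, induced with 100 nM tebufenozide and co-treated with library compounds in a dose series (1536-well, 1500 cells/well). Cytoprotection read as ATP content by ATPlite luminescence.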
LMNA splice mod: qHTS Assay for Modulators of Lamin A Splicing. HeLa LMNA splicing GFP/RFP minigene ratio, 48 h. Potency, µM (top dose mostly 46.1 µM), inactives show at the top dose ratio change, negative = inhibition, actives largely listed as inhibitors. actives 0.01% (n = 200,000). AID 1487, 2009; active = well fitted inhibition curve with a large enough effect in the signal ratio, with a control signal flat, not every such curve was filed as active; inconclusive = small, poorly fitted or top-dose-only effect, or effect the other way, or a change in a side signal; the % refers to the signal ratio; note: potency is the fitted concentration of half-maximal effect; % is set by controls: 0 for no effect and ±100 for the full control effect
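S3 HeLa stable clones carrying a lamin A-EGFP splicing minigene plus DsRed2 were seeded at 600 cells/well in Opti-MEM with 2% FBS, pin-dosed and incubated 48 h at 37°C. Acumen cytometry (488 nm) gave the GFP/RFP total-intensity ratio.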
* marks the source's active call; other numbers are inactive results; ? = inconclusive; nt = no result given; & = joins results of further samples; [ ] = remark or other dose. Unless noted, calls come from the whole dose curve; as a rule, active = well fitted curve in the direction sought with a large enough effect; inconclusive = small, poorly fitted or top-dose-only effect, or another doubt; inactive = no such curve, though single readings can be large; an effect the other way counts as inactive or inconclusive. Some of the compounds tested (hit frequency here may not be typical).

SMILES	SMN2 splice up	CBFb RUNX1 block	IMPase Li inh	Luc counter	HttQ103 aggreg	HTT cytoprotect	LMNA splice mod
CCC1C(=O)OC[C@H]1Cc1cncn1C (some centres undefined)	3%	20%	30%	-4%	nt	-7%	nt
C[C@@H](C(=O)O)c1ccc(C(=O)c2cccs2)cc1	-5%[20.6 µM]	2%[21.7 µM]	-27%	-1%[17.1 µM]	29%[20.6 µM]	0%[40.3 µM]	?
CC[C@@H]1C(=O)OC[C@@H]1Cc1cncn1C	-20%&-16%&-12%&-14%	13%&2%&-1%&-1%&5%	7%&7%&25%&17%	2%&-3%&-14%&-3%	4%&-2%	nt	?
CC1Cc2ccccc2N1NC(=O)c1ccc(Cl)c(S(N)(=O)=O)c1 (centres undefined)	-27%&-2%	11%&10%	27%&-1%	-2%&-3%	-10%	-12%	-6%
CNCCCN1c2ccccc2CCc2ccccc21	-31%[inhibitor]	7%	27%&33%&10%&11%	-3%	21%	?	?

One compound at a time (already shown):
Listed for CC1Cc2ccccc2N1NC(=O)c1ccc(Cl)c(S(N)(=O)=O)c1 (centres undefined) → SMN2 splice up: -27%&-2%; CBFb RUNX1 block: 11%&10%; IMPase Li inh: 27%&-1%; Luc counter: -2%&-3%; HttQ103 aggreg: -10%; HTT cytoprotect: -12%; LMNA splice mod: -6%
Listed for CC[C@@H]1C(=O)OC[C@@H]1Cc1cncn1C → SMN2 splice up: -20%&-16%&-12%&-14%; CBFb RUNX1 block: 13%&2%&-1%&-1%&5%; IMPase Li inh: 7%&7%&25%&17%; Luc counter: 2%&-3%&-14%&-3%; HttQ103 aggreg: 4%&-2%; HTT cytoprotect: nt; LMNA splice mod: ?

Some of these compounds in order of length of the SMILES, falling.
SMILES	SMN2 splice up	CBFb RUNX1 block	IMPase Li inh	Luc counter	HttQ103 aggreg	HTT cytoprotect	LMNA splice mod
CC1Cc2ccccc2N1NC(=O)c1ccc(Cl)c(S(N)(=O)=O)c1 (centres undefined)	-27%&-2%	11%&10%	27%&-1%	-2%&-3%	-10%	-12%	-6%
C[C@@H](C(=O)O)c1ccc(C(=O)c2cccs2)cc1	-5%[20.6 µM]	2%[21.7 µM]	-27%	-1%[17.1 µM]	29%[20.6 µM]	0%[40.3 µM]	?
CCC1C(=O)OC[C@H]1Cc1cncn1C (some centres undefined)	3%	20%	30%	-4%	nt	-7%	nt
